PostGolgi yeast – growth inhibition of a yeast mutant, post-Golgi transport screen; inhibition, % at 10 µM; post-Golgi transport phenotypic cell assay; AID 739; 0.9% of 98,000 active;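 further: yeast cells grown in 1536-well plates; yeast grown about 18 h at 30C before absorbance read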
Ecoli WT expand – growth inhibitors of E. coli BW25113 wild type | AID 710 | growth inhibition, % at 100 µM | 0.15% of 98,000 active | OD600 absorbance;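 active means growth inhibition above about 50% at one test dose, limit read from the data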;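 further: growth measured after 20 h incubation at 37 °C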
LYP act – increases human PTPN22 phosphatase activity; recombinant LYP, DiFMUP fluorescence; 0 = plate median, 100 = signal doubled; AID 697; Q9Y2R2; 0.11% of 96,000 active; activation, % at 2 µM;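 active means activation at 2 µM above a set limit, the mean plus 5 SD, cut at about 37% in these data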
Target sequence (Q9Y2R2 whole entry, looked up): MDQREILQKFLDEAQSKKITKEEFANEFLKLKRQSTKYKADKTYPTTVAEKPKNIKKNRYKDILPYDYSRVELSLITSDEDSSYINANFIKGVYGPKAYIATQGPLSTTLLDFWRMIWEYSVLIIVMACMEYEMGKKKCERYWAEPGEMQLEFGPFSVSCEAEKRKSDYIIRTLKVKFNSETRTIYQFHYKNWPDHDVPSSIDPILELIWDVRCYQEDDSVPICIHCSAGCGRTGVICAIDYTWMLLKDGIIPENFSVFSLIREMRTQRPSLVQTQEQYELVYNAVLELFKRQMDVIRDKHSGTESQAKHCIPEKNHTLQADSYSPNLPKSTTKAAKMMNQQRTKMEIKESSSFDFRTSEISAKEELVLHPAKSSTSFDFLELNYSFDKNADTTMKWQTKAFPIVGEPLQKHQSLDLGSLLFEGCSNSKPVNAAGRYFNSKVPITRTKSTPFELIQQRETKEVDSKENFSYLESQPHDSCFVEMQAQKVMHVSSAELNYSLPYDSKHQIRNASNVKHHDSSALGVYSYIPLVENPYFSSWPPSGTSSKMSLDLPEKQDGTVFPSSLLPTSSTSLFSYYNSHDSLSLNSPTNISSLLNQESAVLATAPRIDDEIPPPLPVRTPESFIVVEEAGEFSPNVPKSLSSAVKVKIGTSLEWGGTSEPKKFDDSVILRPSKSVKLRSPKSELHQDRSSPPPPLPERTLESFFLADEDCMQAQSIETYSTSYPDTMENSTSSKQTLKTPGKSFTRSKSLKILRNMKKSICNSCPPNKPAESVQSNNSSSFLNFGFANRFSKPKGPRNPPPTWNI
CYP2C9 inhib – blocks human cytochrome P450 2C9; CYP2C9 Supersomes, luciferin-H conversion, luminescence; P11712; inhibition, % at 5 µM; AID 777; 20% of 96,000 active;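 active means blocking of liver enzyme CYP2C9 beyond about 50% at 5 µM, limit read from the data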; further: values of inactives mirror those of a sister screen read the other way
DAT uptake mod – modulates human dopamine transporter uptake under cocaine | Q01959 | LLC-PK1 hDAT cells, [14C]-dopamine uptake with cocaine IC80; actives deviate in either direction | B-score at 10 µM | 1.3% of 110,000 active | AID 449768;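 active means Z score or B-score, a plate-position-corrected score, falls beyond the plate's 99.7% confidence bounds, in either direction; inactive means both scores lie inside the 99.7% bounds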;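 further: scored against the spread of the other compound wells on the same plate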
PostGolgi ctrl – yeast control strain growth, post-Golgi counter-screen; 5% of 98,000 active; efflux-deficient yeast background strain, growth absorbance A615, 16 h; inhibition, % at 10 µM
Pyk2 oligo antag – Pyk2 (human) oligomerization antagonism. Q14289. Q293 cells, Pyk2 FERM NanoBiT luminescence; active compounds read low. z-score (the deposit names both 25 µM and 10 µM). 0.83% of 99,000 active. AID 1347419;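 active means Z-score of -3 or lower, scaled per plate to the spread of control and sample wells; inactive means z-score above -3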;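 further: negative z-score means lost luminescence so less FERM oligomerization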
CYP2C9 activ – CYP2C9 (human) activation; P11712; recombinant CYP2C9, luciferin-H conversion, luminescence; active compounds read high; factor 1 = untreated enzyme, 0 = blocked; activation factor at 5 µM; 1.4% of 96,000 active; AID 1024;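 active means activation factor of 2 or more for CYP2C9 at a 5 µM dose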;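 further: 0 = sulfaphenazole-blocked wells and 1 = vehicle-only wells; values of inactives mirror those of a sister screen read the other way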
LYP inh 2 – blocks human PTPN22 phosphatase activity | recombinant LYP catalytic domain, DiFMUP fluorescence | inhibition, % at 2 µM | 0.21% of 96,000 active;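 active means inhibition at 2 µM at or above a set limit, the screen mean plus 3 SD, cut at about 24% in these data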;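 further: 0% = DMSO with enzyme and 100% = enzyme fully blocked by orthovanadate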
* marks the source's active call; other numbers are inactive results; / = no result given; & = joins results of further samples. Unless noted, no stated cut-off is given here; in the data, active means inhibition above about 30%; inactive means the rest.

SMILES	PostGolgi yeast	Ecoli WT expand	LYP act	CYP2C9 inhib	DAT uptake mod	PostGolgi ctrl	Pyk2 oligo antag	CYP2C9 activ	LYP inh 2
CCc1nnc(NC(=O)CSc2nnc(C)n2-c2ccc(C)cc2)s1	-1	8	9	-23	/	4	-0.14	1.2	-8
CC(C)C(=O)N1CCN(c2ccccc2N)CC1	3	-4	-7	16	0.15	2	/	0.8	4
O=C(NCCN1CCCCC1)Nc1ccc(F)c(Cl)c1	8	17	-12	-9	-1.9	2	0.07	1.1	9
c1cc2c(cc1C1CCCCC1)c1c3n2CCCNC3CCC1 (centres undefined)	/	/	-1	/	-1.7	/	-0.43	/	1
CCS(=O)(=O)N1CCN(C(=O)c2ccco2)CC1	-5	5	-3	-6	0.27	4	0.05	1.1	0
COc1ccc(/C(N)=C/C(=O)C(C)(C)C)cc1	-4	9	1	42	0.0077	-1	-0.62	0.6	0
CCn1c(CSCc2ccc(F)cc2)nnc1SCC(=O)N1CCN(c2ccccc2)CC1	17	-2	6	58*	2.8	21	0.48	0.4	-8
CCN(CC)C(=O)CSc1nnc(-n2nc(C)cc2C)c2ccccc12	-5	5	/	37	0.25	1	1.1	0.6	/
CC(Sc1nc2ccccc2[nH]1)C(=O)Nc1ccc2c(c1)OCCO2 (centres undefined)	10	5	5	64*	0.069	5	-0.07	0.4	-9
CN=C(C)C1=C(O)C(C(=O)OC)C(C)(C)CC1=O (centres undefined)	3	2	-10	-2	-1.1	-5	-0.34	1	6
CC1(C(=O)NC2CCCCC2)CCC(=O)N1Cc1cccs1 (centres undefined)	2	-1	-9	-46	-1.1	1	/	1.5	8
COc1ccc(Cl)cc1C(=O)NCc1cn(C)nc1C	-2	-5	-8	1	-0.28	2	1.2	1	8
CCOc1ccc(S(=O)(=O)N2CCN(C(=O)c3sccc3C)CC2)cc1	-1	32	0	32	0.33	5	-0.97	0.7	-3
CCOC(=O)c1nnn(-c2nonc2N)c1-c1ccccc1	-9	-7	3	18	1.5	25	0.76	0.8	-5
COC(=O)C1=C(C)OC(N)=C(C#N)C1C1CCCCC1 (centres undefined)	-8	-2	4	54*	-0.38	7	-0.06	0.5	-4
N#Cc1c(N)n(CCc2ccc(F)cc2)c2nc3ccccc3nc12	-2	-5	2	80*	-0.67	5	-2.5	0.2	-2
COc1ccc2nc(COC(=O)c3ccco3)c(C(C)=O)[n+]([O-])c2c1	-10	-5	1	24	-1.6	-9	0.13	0.8	-2
N#Cc1ccc(NC(=O)C2CC(c3ccc(F)cc3)=NO2)cc1 (centres undefined)	3	-9	8	9	-0.021	-10	0.26	0.9	-10
O=C(c1ccc(=O)oc1)N1CCOCC1	5	2	-12	-5	/	7	0.04	1.1	10
COCCCN(C(C)=O)c1nc(-c2ccccc2)cs1	-11	4	9	48	-0.86	9	-0.74	0.5	-6
COc1ccc(C2C(C#N)C(C#N)N3CCCN23)cc1 (centres undefined)	-7	6	3	-2	-0.19	19	2	1	-1
Clc1ccc(-c2nnc3sc(-c4ccc(Br)o4)nn23)cc1	-5	-3	0	15	0.6	5	0.85	0.8	4
COc1ccc(CCNC(=O)C2CCN(S(=O)(=O)N3CC(C)CC(C)C3)CC2)cc1OC (centres undefined)	0	4	8	14	1.8	-7	0.22	0.9	-11
COc1ccc(CNC(=O)CN2C(=O)C(C)N(c3ccc(C)cc3)C2=O)cc1 (centres undefined)	-1	10	-2	78*	/	-4	0.58	0.2	-2
c1cnc(Nc2nc(-c3ccc4ccccc4c3)cs2)nc1	-4	-8	1	-4	0.0014	3	-0.51	1	2
O=C(O)c1ccc(N2CCCCC2)cc1	31*	3	/	-60	0.23	-7	2	1.6	/
COc1ccccc1NC(=O)CN1CCN(S(=O)(=O)c2ccc(Br)cc2)CC1	-3	-2	2	-1	/	12	-0.04	1	-4
CC1(C)Cc2nc3oc4c(=S)nc[nH]c4c3cc2CO1	3	1	/	22	-0.49	-1	1.8	0.8	/
CCCn1c(CCC(=O)Nc2ccccc2Cc2ccccc2)nc2cc(S(=O)(=O)N3CCOCC3)ccc21	15	-5	-9	75*	1.3	0	0.52	0.2	12
CC1=C(C(=O)Nc2cccnc2)C(c2cccnc2)n2nc(-c3cccs3)nc2N1 (centres undefined)	-2	-6	9	47	0.45	1	0.44	0.5	-10
COc1cc(NC(=O)C2CCCCC2)c(OC)cc1NC(=O)CN1CCCCC1	17	3	27	12	0.0092	9	-0.67	0.9	-30
O=C(Nc1cnn(C23CC4CC(CC(C4)C2)C3)c1)c1cc(-c2ccccc2)on1	-4	-5	-3	42	-0.099	2	-1.2	0.6	-2
COc1ccc2cc(C3(C)NC(=O)N(CC(=O)NCc4ccco4)C3=O)ccc2c1 (centres undefined)	-2	9	8	24	0.38	4	-0.64	0.8	-4
CC(C)C(=O)Nc1ccccc1N1CCN(S(C)(=O)=O)CC1	-11	4	-4	6	-1.3	15	0.42	0.9	0
COc1ccc(S(=O)(=O)N2Cc3ccccc3CC2C(=O)N2CCOCC2)cc1OC (centres undefined)	28	10	-14	3	-0.12	0	0.57	1	12
CCn1c2ccccc2c2nc3cc(OC)c(OC)cc3nc21	24	-15	-4	46	0.69	24	-0.74	0.5	5
O=C(NC1CCCC1)C1CCCN1S(=O)(=O)c1cccc2cccnc12 (centres undefined)	-1	4	6	4	-1	4	/	1	-10
COc1ccc(S(=O)(=O)NCc2ccc(C(=O)N3CCN(c4ccccn4)CC3)cc2)cc1	-1	-3	-7	44	0.85	-13	0.71	0.6	5
COc1cc(NC(=O)Nc2cccc(Cl)c2)c(OC)cc1NC(=O)CN1CCCCC1	9	-7	-3	18	-0.43	3	-0.1	0.8	-1
Cc1ccc(S(=O)(=O)NCC2CCC(C(=O)NCc3ccco3)CC2)cc1 (centres undefined)	-12	-4	1	46	0.36	7	1.1	0.5	-2
CN(C)CCNC(=O)c1ccc(-c2nn(C)c(=O)c3ccccc23)cc1	6	4	-1	5	-0.88	2	0.75	0.9	2
O=C1C2C3C=CC(C3)C2C(=O)N1c1n[nH]c(CCc2ccccc2)n1 (centres undefined)	-2	5	-10	2	-0.054	10	1.1	1	7
O=C(c1ccc(F)cc1)N1CCC(O)(c2cccnc2)CC1	8	0	6	22	0.052	9	1.1	0.8	-8
CCOC(=O)CSC1=C(C#N)C(c2ccc(Cl)cc2)C(C(=O)OC)C(=O)N1 (centres undefined)	20	7	-2	41	-1.6	7	1.2	0.6	0
COc1ccccc1NC(=S)N(CCc1c(C)[nH]c2ccccc12)Cc1cccs1	-6	-17	-1	36	-0.17	23	/	0.6	1

Among those listed so far, these contain two or more sulfur atoms.
SMILES	PostGolgi yeast	Ecoli WT expand	LYP act	CYP2C9 inhib	DAT uptake mod	PostGolgi ctrl	Pyk2 oligo antag	CYP2C9 activ	LYP inh 2
CCc1nnc(NC(=O)CSc2nnc(C)n2-c2ccc(C)cc2)s1	-1	8	9	-23	/	4	-0.14	1.2	-8
CCn1c(CSCc2ccc(F)cc2)nnc1SCC(=O)N1CCN(c2ccccc2)CC1	17	-2	6	58*	2.8	21	0.48	0.4	-8
CCOc1ccc(S(=O)(=O)N2CCN(C(=O)c3sccc3C)CC2)cc1	-1	32	0	32	0.33	5	-0.97	0.7	-3
COc1ccccc1NC(=S)N(CCc1c(C)[nH]c2ccccc12)Cc1cccs1	-6	-17	-1	36	-0.17	23	/	0.6	1

(listing goes on)
SMILES	PostGolgi yeast	Ecoli WT expand	LYP act	CYP2C9 inhib	DAT uptake mod	PostGolgi ctrl	Pyk2 oligo antag	CYP2C9 activ	LYP inh 2
O=C1c2cccnc2C(Nc2ccc(S(=O)(=O)N3CCCCC3)cc2)N1Cc1ccccc1 (centres undefined)	-3	-8	16	33	1	3	0	0.7	-15
COc1ccc(Cl)cc1NC(=O)CN(C)C(=O)CNC(=O)C12CC3CC(CC(C3)C1)C2	-4	-11	0	45	-0.37	11	1.4	0.6	-2
Cn1c(=O)c2cc(S(=O)(=O)NCCC(=O)NCCC3=CCCCC3)ccc2n(C)c1=O	17	4	-2	8	0.53	17	-0.75	0.9	1
Cc1cccnc1Nc1nc(-c2ccc(O)cc2O)cs1	-1	10	7	26	5.4*	59*	0.49	0.7	-9
Cc1ccc(C(C(=O)NC2CCCC2)N(C(=O)Cc2cccs2)c2cccc(C)c2C)o1 (centres undefined)	-2	-5	-3	-7	-1.1	-3	-2	1.1	8
NC(=O)c1sc2nc(N3CCOCC3)c3c(c2c1N)CCCC3	-7	2	1	48	-0.0064	3	-0.75	0.5	1
CCOc1cc(/C=N/NC(N)=S)cc(Br)c1OCc1ccccc1C	3	-6	-19	4	-0.25	67*	-0.83	1	21
CCc1ccc2c(CC(=O)Nc3nnc(C4CC4)s3)coc2c1	9	-7	10	46	0.44	-2	-1.1	0.5	-7
COc1ccccc1N1CCN(C(=O)c2ccc(CS(=O)(=O)c3ccccc3OC)o2)CC1	-3	-1	/	79*	-0.33&2.2e-05	10	0.65	0.2	/
Nn1c(SC/C=C/c2ccccc2)nnc1-c1ccco1	11	5	21	-10	/	5	/	1.1	-28
COc1ccc(C(NC(=O)c2ccco2)c2ccc(OC)c(OC)c2)cc1 (centres undefined)	1	-4	3	50	0.44	7	0.43	0.5	-3
O=C(Nc1ccccc1Cl)N1CCN(c2ncccn2)CC1	-4	0	-7	7	-0.63	-5	0.8	0.9	4
COc1ccc(OCc2nn3c(-c4cccc(OC)c4)nnc3s2)cc1	-13	-24	-4	34	-0.99	14	-1.2	0.7	0
CCOC(=O)CSc1nc2ccccc2n1CC(=O)N(C(C)C)C(C)C	5	-1	1	4	1.2	16	0.14	1	-1
CCOC(=O)N1CCN(C(=O)Nc2cccc(Cl)c2)CC1	4	3	18	18	0.71	-3	0.2	0.8	-19

One compound at a time (already shown). Values in the order: PostGolgi yeast, Ecoli WT expand, LYP act, CYP2C9 inhib, DAT uptake mod, PostGolgi ctrl, Pyk2 oligo antag, CYP2C9 activ, LYP inh 2
`CCc1ccc2c(CC(=O)Nc3nnc(C4CC4)s3)coc2c1` is listed with 9, -7, 10, 46, 0.44, -2, -1.1, 0.5, -7
`COc1ccc(Cl)cc1NC(=O)CN(C)C(=O)CNC(=O)C12CC3CC(CC(C3)C1)C2` is listed with -4, -11, 0, 45, -0.37, 11, 1.4, 0.6, -2
`CCOC(=O)N1CCN(C(=O)Nc2cccc(Cl)c2)CC1` is listed with 4, 3, 18, 18, 0.71, -3, 0.2, 0.8, -19
`Cc1cccnc1Nc1nc(-c2ccc(O)cc2O)cs1` is listed with -1, 10, 7, 26, 5.4*, 59*, 0.49, 0.7, -9
`Nn1c(SC/C=C/c2ccccc2)nnc1-c1ccco1` is listed with 11, 5, 21, -10, /, 5, /, 1.1, -28

(cont.)
SMILES	PostGolgi yeast	Ecoli WT expand	LYP act	CYP2C9 inhib	DAT uptake mod	PostGolgi ctrl	Pyk2 oligo antag	CYP2C9 activ	LYP inh 2
Cc1ccc(-n2nc3c(=S)[nH]nc(C)c3c2C)cc1	-3	4	3	-11	/	27	-0.35	1.1	1
Cc1ccc(NC(=O)C2CC=CCC2C(=O)N2CCCCC2)cc1 (centres undefined)	10	7	-5	29	-0.92	-2	0.29	0.7	8
Cc1ccc2c(c1)-c1c(cnn1CC(=O)NC(C)CCc1ccco1)CO2 (centres undefined)	-7	5	-7	24	0.34	1	/	0.8	6
O=C(Nc1cccc2nsnc12)C1CC(=O)N(c2ccccc2)C1 (centres undefined)	-10	5	-9	74*	-1.4	7	0.02	0.3	7
C/C(=N\NS(C)(=O)=O)c1ccccc1	-1	5	-4	-27	-0.62	15	1.9	1.3	5

Screens (PubChem BioAssay)
